UBC13 polyUb – human UBC13 polyubiquitination inhibition; UBC13 polyubiquitin chain formation, TR-FRET; inhibition, % at 20 µM; 330,000 compounds, 0.47% hits; in the data active = inhibition above about 45%, passing the limit was not always enough
Target sequence (P61088 whole entry, looked up): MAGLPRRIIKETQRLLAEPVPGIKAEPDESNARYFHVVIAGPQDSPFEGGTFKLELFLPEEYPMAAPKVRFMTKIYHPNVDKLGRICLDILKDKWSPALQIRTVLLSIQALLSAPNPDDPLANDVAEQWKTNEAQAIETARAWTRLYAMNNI
HKDC1 inhibitor – HKDC1 (human) hexokinase inhibition; recombinant HKDC1, G6PDH/diaphorase resazurin coupled fluorescence; 340,000 compounds, 0.16% hits; AID 493160; inhibition, % at 20 µM;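 active = inhibition above about 35% when tested at 20 µM, limit read from the data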;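 note: plate controls were DMSO wells with enzyme for no effect and DMSO wells lacking enzyme for full effect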
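Test system: recombinant HKDC1 (HK5) hexokinase enzyme, produced in-house / Doses: 20 µM test compound, 1% DMSO / Timing: 90 min, room temperature / Detection: G6PDH/diaphorase-coupled fluorescence, 1 mM NADP, 100 µM resazurin, 525/613 nm / Control set: DMSO wells with and without enzyme mix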
Jurkat NFkB inh – inhibitors of the PMA/ionomycin-induced NF-kB reporter in Jurkat cells; AID 435003; inhibition, % at 4 µM; 330,000 compounds, 0.53% hits; PMA/ionomycin-induced NF-kB luciferase reporter, luminescence
697 NFkB inh – lowers PMA/ionomycin-induced NF-kB signal in 697 B cells; 697 B-cell NF-kB luciferase reporter, 16 h; inhibition, % at 4 µM; 330,000 compounds, 0.33% hits; AID 435022; in the data active = inhibition above about 35%
Gli-Sufu antag – blocks Gli-Sufu signaling in a luciferase reporter | Sufu-KO-LIGHT fibroblasts, Gli luciferase reporter luminescence | AID 588413 | inhibition, % at 5 µM | 340,000 compounds, 0.74% hits;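 active = inhibition above about 55%, limit read from the data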;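 note: 0% = DMSO-treated cells and 100% = wells with medium but no cells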
SENP7 block – inhibitors of human SENP7 protease | Q9BQF6 | recombinant SENP7, Z-RLRGG-aminoluciferin luminescence, 40 min | inhibition, % at 5 µM | 330,000 compounds, 1.5% hits;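 active = inhibition above about 50% at the single test dose, limit read from the data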;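 note: plate controls were DMSO with enzyme for no effect and no enzyme buffer wells for full effect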
Target sequence (Q9BQF6 706-1050 limits assumed): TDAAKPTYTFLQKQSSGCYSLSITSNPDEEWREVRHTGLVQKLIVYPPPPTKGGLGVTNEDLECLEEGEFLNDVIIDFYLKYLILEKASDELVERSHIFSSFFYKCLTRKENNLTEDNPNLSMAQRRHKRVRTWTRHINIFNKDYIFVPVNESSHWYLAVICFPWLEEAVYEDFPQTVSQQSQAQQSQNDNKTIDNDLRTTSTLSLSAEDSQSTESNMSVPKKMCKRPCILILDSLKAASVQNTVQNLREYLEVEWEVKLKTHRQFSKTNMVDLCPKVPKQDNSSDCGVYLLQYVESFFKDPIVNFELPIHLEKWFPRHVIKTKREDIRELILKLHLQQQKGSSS
SENP8 block – SENP8 protease inhibition | Q96LD8 | purified SENP8, Z-RLRGG-aminoluciferin cleavage, luminescence | inhibition, % at 10 µM | 330,000 compounds, 1.2% hits
Target sequence (Q96LD8 whole entry, looked up): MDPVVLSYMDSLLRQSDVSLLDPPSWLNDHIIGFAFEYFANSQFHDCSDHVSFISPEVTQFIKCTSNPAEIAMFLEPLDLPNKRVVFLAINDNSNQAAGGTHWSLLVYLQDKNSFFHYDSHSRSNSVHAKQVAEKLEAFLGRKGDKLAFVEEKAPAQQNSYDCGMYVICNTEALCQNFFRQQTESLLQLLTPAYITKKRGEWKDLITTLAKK
Apaf-1 inh – inhibitors of human Apaf-1 apoptosome; reconstituted apoptosome caspase-3 activity, DEVD-Rh110 fluorescence; inhibition, % at 20 µM; 330,000 compounds, 0.71% hits; active = inhibition of at least 40% at 20 µM;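 note: plate controls were DMSO wells for no effect and DEVD-CHO caspase inhibitor wells for full effect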
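Material: biochemical Apaf-1 apoptosome reconstitution. Medium: Hepes buffer, pH 7.5. Also added: cytochrome c activation, bis-DEVD rhodamine 110 substrate. Timing: 30 min compound preincubation, 50 min activation, room temperature. Measured by: rhodamine 110 fluorescence at Ex 480/Em 540 nm.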
* = called active by the depositor; / = not tested or not shown. Cut-off read from the data, not from the text of the source, unless noted: active = inhibition above about 50%; inactive = the rest. Random draw from the library. Share with any hit: about 3.6%.

SMILES	UBC13 polyUb	HKDC1 inhibitor	Jurkat NFkB inh	697 NFkB inh	Gli-Sufu antag	SENP7 block	SENP8 block	Apaf-1 inh
CC(C)n1cnnc1SCC(=O)Nc1cccnc1Cl	4	-2	-18	6	1	2	4	-4
O=C(Cc1ccc(F)cc1)Nc1ccc(S(=O)(=O)N2CCCCC2)cc1	9	8	7	13	-1	-3	-3	12
COc1ccc(S(=O)(=O)N2CCC(N3CCN(c4ccccc4)CC3)CC2)cc1	1	/	-9	27	/	-7	-1	5
CC1CCN(CCCNC(=O)C2CCCN(c3ncnc4c3nc3n4CCCCC3)C2)CC1 (centres undefined)	12	-2	-11	-5	-9	-4	1	8
O=c1oc(-c2ccc(O)c(O)c2)cc2cccc(O)c12	28	-1	11	-103	7	-2	3	0
CCn1cc(C(=O)N2CCCC2)c(=O)c2cc(S(=O)(=O)N(C)C)ccc21	3	-4	-4	9	2	5	1	6
COc1ccc(-c2nnc(OC)c3ccccc23)cc1	-1	2	7	9	1	-2	1	-1
Cn1cccc1/C=N/NC(=O)CNc1cccc2ccccc12	-66	17	17	5	18	43	5	10
CCOC(=O)C1=C(O)C(=O)N(c2ccc(S(N)(=O)=O)cc2)C1c1ccc([N+](=O)[O-])cc1 (centres undefined)	4	-2	14	19	5	-3	-2	-20
C=CCn1cccc(C(=O)Nc2ccc(SC)cc2)c1=O	-1	-3	-38	-86	-55	3	-1	13
C#CCC(NC(=O)c1ccc(C#N)cc1)C(=O)NCCC (centres undefined)	12	3	1	14	4	-2	1	-5
CC1Sc2ccc(S(=O)(=O)CCC(=O)NC(C)c3ccccc3)cc2NC1=O (centres undefined)	4	-7	8	9	-1	-3	-13	3
COc1ccc(-c2noc(CCC(=O)Nc3cccnc3)n2)cc1OC	10	-2	-5	2	6	-6	-2	1
Nc1nnnn1/N=C/c1cccc(O)c1	5	-3	6	10	-8	-3	-13	-4
O=C(NCc1nnnn1-c1ccc(F)c(F)c1)C(=O)c1c[nH]c2ccccc12	3	-8	2	6	1	-2	-3	3
CC(=O)c1nnn(-c2ccc([N+](=O)[O-])cc2C)c1C	-3	13	-3	5	-3	9	1	0
Cc1[nH]c2ccccc2c1/C=N/NC(=O)c1cc(-c2ccncc2)nc2ccccc12	-5	-1	56*	8	-1	6	-5	20
COC(=O)C(=C/C(C)=C/c1cccs1)C(=O)OC	6	4	10	12	1	-1	2	1
O=[N+]([O-])c1cccnc1Oc1ccc(F)cc1F	-10	-5	-8	-21	-1	1	8	-5
COc1ccc(CCC(=O)Nc2ccccc2C(F)(F)F)cc1	-4	-13	-8	8	-3	5	-3	-8
O=C(CN(Cc1ccccc1)C(=O)CNS(=O)(=O)c1ccccc1)NCC1CCCO1 (centres undefined)	1	-5	0	-2	8	-6	-4	13
COc1cccc(NC(=O)COC(=O)c2ccccc2C(=O)N2CCN(c3ccccc3)CC2)c1	-10	-2	4	4	-3	4	6	12
Cc1ncc(CN2CCCCC2C(=O)Nc2ccc(Oc3ccccc3)nc2)cn1 (centres undefined)	0	3	-6	2	-7	-4	-4	4
C=CCCN(C(CC(C)C)C(=O)OC)S(=O)(=O)c1ccccc1Br (centres undefined)	6	3	14	9	8	-2	-2	15
COc1ccc(/C(N)=N/OC(=O)Oc2ccccc2)cc1	-3	-2	-23	0	0	-5	-7	14
Cc1ccc(NC(=O)Cn2cnc3c(OCc4ccccc4)ncnc32)cc1C	6	-7	5	1	18	9	-6	-5
CCON1C(=O)CN(C(=O)OC)C1c1ccc(Cl)cc1Cl (centres undefined)	0	-5	1	7	-3	2	1	0
O=C(CCn1nnnc1CN1CCOCC1)N1CCC(c2cccc(Cl)c2)C1 (centres undefined)	1	2	5	-8	9	4	3	6
NC(N)=NS(=O)(=O)c1ccc(NC(=S)Nc2ccc(F)cc2)cc1	4	-1	-13	-8	8	9	-1	9
CCN(CC)CCNC(=O)c1cc2c(=O)n(C)c3ccccc3c2s1	55*	5	-112	-5	16	-3	-3	2
Cc1ccc(C)c(NC(=O)c2ccc(S(=O)(=O)C(F)F)cc2)c1	12	-11	7	26	-6	1	-1	0
O=C(CC12CC3CC(CC(C3)C1)C2)NCO	-1	-1	-2	-1	0	-4	-9	-8
O=C(CCC(=O)N1CCc2ccccc2C1)NCCc1ccc(Cl)cc1	0	-3	-1	4	20	0	2	-4
CCCc1nn(C)c2c(=O)[nH]c(-c3cc(S(=O)(=O)N(CCO)CCO)ccc3OCC)nc12	3	-8	-11	5	-2	6	-3	-4
CC1(C)C=C(c2ccc(C=O)s2)CC(C)(C)N1C=O	1	-3	3	15	-8	-1	-6	1
CCCc1cc(=O)[nH]c(SCCc2ccccc2)n1	10	5	15	3	-6	-10	-2	-4
COc1ccc(NC(=O)CN(C)C(=O)CNC(=O)c2ccc3c(c2)OCO3)cc1	-3	-5	-13	-6	-5	-10	-12	1
O=C(O)c1ccc(S(=O)(=O)N(Cc2ccc(F)cc2)C2CCCCC2)cc1	-1	3	4	26	-4	7	0	8
O=C(COc1c(F)c(F)cc(F)c1F)NNC(=O)CC1CCS(=O)(=O)C1 (centres undefined)	10	-5	10	9	-2	9	-4	-5
C(=N\N1CCN(C2c3ccccc3-c3ccccc32)CC1)/c1cccnc1	-5	-1	-15	-50	10	-13	-12	25
CCN(CC)CCNC(=O)c1cc2ccccc2nc1Cl	5	13	-3	10	-3	12	1	-4
O=C(Cn1cnc2c(nnn2-c2ccc(F)cc2)c1=O)N1CCCc2ccccc21	0	-12	11	4	-2	13	2	7
O=C(NCCCNC(=O)c1ccco1)c1cccc(F)c1	5	-5	-7	2	-8	11	-3	-1
CC1(C)C(=O)Nc2ccccc2N1C(=O)COc1ncnc2ccccc12	5	-7	3	3	0	1	0	6
OC[C@H]1OC(O)C[C@@H](O)[C@@H]1O (some centres undefined)	8	-4	-1	1	-1	-3	7	-10
O=C(CCn1c(=O)oc2ccccc21)NCc1cccs1	0	11	-4	5	7	-10	-14	-7
Cc1c(NC(=O)CN2CCN(c3ccc([N+](=O)[O-])cc3)CC2)c(=O)n(-c2ccccc2)n1C	-9	6	-1	9	-2	2	1	6
O=C(O)c1cc(-c2ccccc2)nc(-c2ccccc2)c1	-7	-5	3	12	2	11	7	0
C/C=C/C=C/C(=O)OC(C)C(=O)Nc1cc([N+](=O)[O-])ccc1OC (centres undefined)	-6	1	-2	-4	1	-5	-3	-4
O=C(NCc1cccc(C(F)(F)F)c1)C1CCN(c2ncccn2)CC1	8	-2	-14	7	1	6	3	2
Cc1ccc(N2CC(NC(=O)C(=O)c3c(C)[nH]c4ccccc34)CC2=O)cc1C (centres undefined)	2	1	-3	20	-3	7	7	11
COc1ccc(/C=N\NS(=O)(=O)c2ccc(Br)cc2)cc1COc1ccccc1[N+](=O)[O-]	-10	4	11	0	-5	-20	0	11
Cc1cc(C)cc(C(=O)NCCC(=O)N2CCC3(CC2)NCCc2[nH]cnc23)c1	1	0	-2	8	-15	5	0	3
CCO[C@@H]1OC(C(=O)N2CCN(Cc3ccc4c(c3)OCO4)CC2)=C[C@H](c2coc3ccccc3c2=O)[C@H]1CCCO	6	-6	13	2	6	-8	-4	20
COc1ccc(NC(=O)CN(C)C(=O)c2ccc(OCc3ccccc3)c(OC)c2)cc1	4	1	11	16	3	8	0	2
CCOc1ccccc1C1N=C(c2ccc(OC)cc2)CC(c2ccccc2O)N1 (centres undefined)	-8	0	-71	-32	2	5	44	4
Cc1nn(-c2ccccc2)c(C)c1Cc1ccc(O)cc1	10	-3	-25	-64	-29	0	-10	7
Cc1ccc(-n2[nH]c(C)c(/C=N/c3cccc(C)n3)c2=O)cc1	10	-5	14	-2	-1	-1	-6	-8
CCc1ccc(NC(=O)c2cccc(C(=O)Nc3ccc(CC)cc3)n2)cc1	-10	-5	5	-8	-10	-11	-18	21
COCCn1c(CN2CCC(Cc3ccccc3)CC2)nc2c1c(=O)n(C)c(=O)n2C	-7	-5	37	-56	67*	-12	-5	14
The list continues.
SMILES	UBC13 polyUb	HKDC1 inhibitor	Jurkat NFkB inh	697 NFkB inh	Gli-Sufu antag	SENP7 block	SENP8 block	Apaf-1 inh
COc1ccc(-c2csc(NC(=O)c3ccccc3F)n2)cc1	8	1	1	-2	-6	-1	8	2
O=C(OCCN1CCCCC1)c1cc2ccccc2o1	8	-2	-14	20	1	0	-3	-3
CN1CCN(CCNC(=O)c2ccc3nc(-c4ccc(F)cc4)c(-c4ccc(F)cc4)nc3c2)CC1	26	-1	-18	-7	16	6	-5	19
CCn1c(COc2ccc3ccccc3c2C)nnc1SCC(=O)Nc1cccc(C(=O)O)c1	-4	1	-6	3	-7	-5	-10	9
CC(C)=CCCC(C)CN1CCC(n2nccc2NC(=O)c2ccc3c(c2)OCO3)CC1 (centres undefined)	10	4	23	3	-7	-3	-3	-5
CC(C)c1ccccc1NC(=O)COc1ccc2c(=O)c(Oc3ccc4ccccc4c3)coc2c1	4	/	-2	-6	/	2	-2	21
O=C(COC(=O)c1ccc(NS(=O)(=O)c2ccc(Br)s2)cc1)NC1CCCC1	-10	-3	5	9	-21	8	-5	8
CCOc1cc(Br)ccc1S(=O)(=O)N1CC(C)OC(C)C1 (centres undefined)	13	-13	12	-11	44	3	-3	-3
Cc1cc(-c2csc(N)n2)c(C)n1CCC(C)C	-25	2	-3	-10	-6	9	5	37
COCCNC(=S)Nc1ccc(S(=O)(=O)Nc2ncccn2)cc1	4	0	11	21	0	0	5	-10
CN=C1SC(CC(=O)Nc2sc(C)c(C)c2C(=O)OC)C(=O)N1C (centres undefined)	1	-7	-8	-4	6	-1	-1	5
COc1ccc(-c2nnc(SCc3cc(C)ccc3C)n2N)cc1	3	-2	5	9	9	7	-4	1
Cc1ccc(C(=O)COc2cc(O)c3c(=O)cc(-c4ccccc4)oc3c2)cc1	-14	6	2	-11	0	12	-10	18
CSc1nc2ccccc2n1CC(=O)Nc1c(C)cccc1C	-4	-5	2	-12	2	-8	-4	11
CC1=C(C(=O)N2CCOCC2)C(c2cc(C)cs2)NC(=O)N1 (centres undefined)	-5	-7	-6	-13	3	-5	-2	3
CC(C)c1nc(C#N)c(NN)o1	1	-7	-8	4	-1	-1	3	-25
O=C(CCOc1ccccc1)NCc1ccccc1	-1	-4	-8	-6	3	-2	-6	10
